ERK EGF inh: blocks ERK signaling stimulated by EGF; HEK293-V1b, EGF-stimulated phospho-ERK AlphaScreen; Potency, µM (titrated, usually from 11.5 µM), inactives show at the top dose activity change, negative = inhibition, usual class: inhibitors; 0.41% of 130,000 active; AID 1454; active = well fitted inhibition curve with a large enough effect; inconclusive = small, poorly fitted or top-dose-only effect, or effect the other way;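 also: plate controls were stimulated vehicle wells for no effect and unstimulated vehicle basal for full effect; nearly all actives have a fitted effect of over 55% in size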
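HEK293 cells stably expressing V1b receptor, serum-reduced (1% FBS) overnight, pretreated 30 min with compound, then stimulated 5 min with 25 nM EGF; phospho-ERK detected by AlphaScreen SureFire. AC50 from Hill fits, normalized to DMSO and EGF.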
* marks the source's active call; other numbers are inactive results; u = inconclusive; [ ] = dose if it differs, or a comment. Potency is read from the fitted curve at half-maximal effect.

Preview, 3 compounds:
SMILES	ERK EGF inh
Cc1cccc(NC(=O)/C(=C/c2cccc([N+](=O)[O-])c2)NC(=O)c2cccs2)c1	2%
CCNC(=S)N1CCC(C(O)(c2ccccc2)c2ccccc2)CC1	-12%
Cc1cccc2cc(C#N)c(NCCCNS(=O)(=O)c3ccc(Cl)cc3)nc12	-9%[57.5 µM]

The list itself (from the top)
SMILES	ERK EGF inh
Cc1cccc(NC(=O)/C(=C/c2cccc([N+](=O)[O-])c2)NC(=O)c2cccs2)c1	2%
CCNC(=S)N1CCC(C(O)(c2ccccc2)c2ccccc2)CC1	-12%
Cc1cccc2cc(C#N)c(NCCCNS(=O)(=O)c3ccc(Cl)cc3)nc12	-9%[57.5 µM]
CN(C)c1ccc(C2CC(=O)C=C(Nc3ccccc3N)C2)cc1 (centres undefined)	-11%[57.5 µM]
Cn1cccc1C(=O)N1CCC2(CC1)CN(Cc1cc(C(F)(F)F)cc(C(F)(F)F)c1)C2	0%
Cc1ccc(CC2CC(=O)N(c3ncccn3)C2=O)cc1 (centres undefined)	7%[57.5 µM]
CCOC(=O)Nc1ccccc1C(=O)Nc1cc(C)cc(C)c1	-12%
O=C(N/N=C/c1c[nH]c2c1ccc1ccccc12)c1ccc([N+](=O)[O-])cc1	1%
COc1ccccc1N1CCN(/N=C\c2sccc2C)CC1	-8%
COc1ccc(CCNC(=O)c2ccc(C)s2)cc1OC	-15%
O=C(NNC(=S)Nc1ccc(F)cc1)[C@H]1C[C@@H]1c1ccccc1	0%[57.5 µM]
CN(Cc1cccnc1)Cc1cn(C)nc1-c1cccc(Cl)c1	3%
COCCCn1c(SCCc2ccccc2)nc2cc(OC)c(OC)cc2c1=N	u
Cc1ccc(S(=O)(=O)CC(=O)N(C)C)cc1	2%
O=C1CN(C(=O)CSc2nc3ccccc3n2CCc2ccccc2)c2ccccc2N1	-1%
COC(=O)c1cc2occc2n1Cc1nc(-c2ccc(Cl)cc2)oc1C	-3%
COC(=O)CCN1CCN(S(=O)(=O)c2cccc(Br)c2)CC1	-5%
O=C(Nc1ccccc1-c1nnn(CC(=O)N2CCOCC2)n1)c1ccc(F)cc1	1%
O=C(Nc1cccc(C(F)(F)F)c1)C(Sc1ncnc2ccccc12)c1ccccc1 (centres undefined)	-4%
CCCCN(C)CCCNC(=O)CN1C(=O)CSc2ccc(S(=O)(=O)N3CCOCC3)cc21	-8%
CSc1nc(C)cc(SCC(=O)Nc2ccc(Cl)cc2Cl)n1	2%
COc1ccc(/C=N/NC(=S)Nc2c(C)n(C)n(-c3ccccc3)c2=O)cc1OC	1%[57.5 µM]
Cc1cc(O)c(C)c2c1CC[C@H]1[C@H](C)C(=O)O[C@H]21	-7%
COC(=O)c1c(C)oc(C)c1S(=O)(=O)NCc1ccc(Cl)cc1	1%[57.5 µM]
C/C=C/c1ccc(OCCOc2ccc(C=O)cc2OC)c(OC)c1	6%
N#Cc1cc(NC(=O)c2ccc(F)cc2)c(=O)n2c1[nH]c1ccccc12	4%
Cc1ccc(S(=O)(=O)N2CCCC2C(=O)OCc2nc3sc(C)c(C)c3c(=O)[nH]2)cc1 (centres undefined)	-7%
CCN(CC)CCC(c1ccc2c(c1)OCO2)c1c(OC)cc(OC)c2c(-c3ccccc3)cc(=O)oc12 (centres undefined)	8%[57.5 µM]
CC(C)=CCN1CCN(Cc2cccn2-c2ncccn2)CC1CCO (centres undefined)	-5%
O=C(NN1C(=O)c2ccc(-c3ccc4c(c3)C(=O)N(NC(=O)c3cccnc3)C4=O)cc2C1=O)c1cccnc1	2%
CCC/C=C(\CCC)C(NC(=O)c1ccco1)c1ccc(C(=O)OC)cc1 (centres undefined)	1%
Cc1c(C(=O)Nc2ccc3c(c2)CCC3)cccc1[N+](=O)[O-]	-4%
COCCNC(=O)/C(C#N)=C\c1ccc(CNS(=O)(=O)c2ccc(C)cc2)o1	6%
CCOc1ccc2nc(C(=O)N3CCCC(C)C3)sc2c1 (centres undefined)	6%
COc1ccc(Nc2cnn(-c3nc4ccccc4s3)c(=O)c2Cl)cc1	-5%
Cc1ccccc1OCCC(=O)Nc1ccc(Cl)cc1F	-11%
COc1ccc(-c2nc(-c3ccc4c(c3)OCO4)[nH]c2-c2ccc(OC)cc2)cc1	11%
c1ccc(-c2cc3c(N4CCN(c5ccccc5)CC4)ncnc3s2)cc1	-12%
CC(C)Cn1c2c(c(O)c(C(=O)Nc3nc4ccccc4s3)c1=O)CCCC2	0%[57.5 µM]
COc1ccc(CC(=O)N2N=C(c3ccncc3)CC2(O)C(F)(F)F)cc1 (centres undefined)	5%
CCCCNC(=O)N(C)c1nc2ccccc2s1	-1%
Cl/C(=C\n1cncn1)c1ccc(Cl)cc1Cl	5%
O=C(Oc1coc(CSc2ncccn2)cc1=O)c1ccco1	0%
CC(c1n[nH]c(=S)n1-c1ccc(Cl)cc1)N(C)C (centres undefined)	2%
O=C(O)c1cnn2c1C(=O)N(Cc1cccs1)CC2	4%
CCC(CC)(CC(=O)Nc1cccc(/C=C/c2nc(C3CCC3)cs2)c1)C(=O)O	1%
CCOC(=O)c1c(NC(=O)c2cc(-c3cccc(O)c3)on2)sc(C(C)=O)c1C	2%
Cc1ccc(NC(=O)CSc2nnc(-c3ccco3)o2)c(C)c1	14%
COCCN1C(=S)NC(c2cccc(C(F)(F)F)c2)C(C(=O)N2CCOCC2)=C1C (centres undefined)	-7%
Cc1cccc(NC(=O)C2CCCN2C(=O)NC2CCCCC2)c1 (centres undefined)	20%

Continued:
SMILES	ERK EGF inh
COc1ccc(C(=O)COc2ccccc2C#N)cc1	7%[57.5 µM]
N#C/C(=C\c1ccncc1)c1nc2ccccc2[nH]1	-4%
CCOc1ccccc1NC(=O)C1CCCN(C(=O)Nc2ccccc2)C1 (centres undefined)	3%
CCOC(=O)c1nn(-c2ccccc2F)c2nc(Nc3ccccc3)cc(=O)n12	-13%
CCc1ccccc1NC(=S)/N=C(\N)Nc1nc(C)c2cc(C)ccc2n1	7%
CNC(=S)NNC(=O)c1sc(-c2cc(C)on2)nc1C	4%[57.5 µM]
O=C(/C=C/c1ccco1)NCC(=O)N/N=C/c1ccc(Cl)cc1	-6%
CN(C)c1ccc(NC(=O)CCn2c(=S)oc3ccccc32)cc1	-6%
CC(=O)O[C@H]1CC[C@H]2[C@@H]3CCc4cc(O)ccc4[C@H]3CC[C@]12C	-9%[57.5 µM]
CN1CCN(NC(=S)Nc2ccc(Oc3ccccc3)cc2)CC1	-5%
CC(=O)Nc1ccc(N(C(=O)Cc2c[nH]c3ccccc23)C(C(=O)NC2CCCCC2)c2ccco2)cc1 (centres undefined)	-5%
COc1ccc(-c2csc(Nc3ccccc3)[n+]2CC(O)c2ccc([N+](=O)[O-])cc2)cc1 (centres undefined)	u
Cc1ccc(S(=O)(=O)NNC(=S)NC(=O)c2ccc([N+](=O)[O-])cc2)cc1	-10%
Cc1ccc(C(=O)NN2C(=O)/C(=C/c3cccn3C)SC2=S)cc1	-5%
C/C(=N\NC(=O)c1c[nH]c2ccccc12)c1ccc2c(c1)OCO2	2%
NC1=NC(=O)C(CC(=O)NCc2ccccc2)S1 (centres undefined)	0%
CCN(CC)CCNC(=O)c1cc([N+](=O)[O-])c(N(C)C)cc1OC	-6%[57.5 µM]
CC1Cc2ccccc2N1C(=O)CSc1nn2c(=O)c(C(C)(C)C)nnc2s1 (centres undefined)	12%
Oc1c(C(c2ccc(F)cc2)N2CCc3ccccc3C2)sc2ncnn12 (centres undefined)	6%
Cc1ccc(-n2nc(-c3ccco3)cc2C(=O)O)cc1	-8%[57.5 µM]
FC(F)(F)c1nc2ccccc2c2nc3ccccc3n12	4%
Cc1cc(=O)n2c3ccccc3n(CC(O)CN3CCOCC3)c2c1C#N (centres undefined)	4%
Cc1[nH]c2ccccc2c1/C=N/NC(=O)Cc1cccs1	8%
COc1cc2c(cc1OC)CN(S(=O)(=O)c1cccs1)CC2	-13%
CCOC(=O)C1(Cc2cccc(OC)c2)CCN(Cc2cccc(OC)c2OC)CC1	-11%[57.5 µM]
N/N=C(\c1ccccc1)C12CN3CN(CN(C3)C1)C2	26%
CC(=O)Nc1ccccc1NC(=O)C/C(C)=N/NC(=O)c1ccccn1	-16%
CCCC(=O)Nc1c(C(=O)OCC)oc2ccccc12	-4%
CC(c1ccccc1)N1C(=O)c2ccc(C(=O)NCc3ccco3)cc2C1=O (centres undefined)	-8%
Cc1cccc(C)c1-n1nnnc1C(C)(C)N1CCN(N=O)CC1	-8%[57.5 µM]
C#CCNC(=O)C1=C[C@@H](c2ccccc2)C[C@@H](OCc2ccc(CO)cc2)O1	-3%[57.5 µM]
O=C(O)c1ccc2cccnc2c1O	-6%[57.5 µM]
CC(=O)Nc1ccccc1/C=C/c1ccc2c(C)ccc(O)c2n1	-5%
O=C(O)c1cc(S(=O)(=O)N2CCCCC2)sc1Cl	11%
O=C1/C(=C/c2ccncc2)SC(=S)N1Nc1ccccc1	-3%[57.5 µM]
O=S(=O)(c1cccs1)N1CCC(CO)(Cc2ccc(Cl)cc2)CC1	-3%
CC(C)NC(=O)Cn1c(SCC(=O)c2ccc(F)cc2)nc2ccccc21	10%
CC1(C)Cc2nc3oc4c(=O)n(CC(=O)Nc5ccc(Cl)cc5)cnc4c3cc2CO1	7%[57.5 µM]
COc1cccc(CC2(CO)CCCN(Cc3ccc(C)s3)C2)c1 (centres undefined)	-5%[57.5 µM]
CN(C)c1nc(-c2ccccc2)ns1	1%[57.5 µM]

An excerpt from above in order of heavy-atom count, ascending.
SMILES	ERK EGF inh
CN(C)c1nc(-c2ccccc2)ns1	1%[57.5 µM]
O=C(O)c1cc(S(=O)(=O)N2CCCCC2)sc1Cl	11%
O=C1/C(=C/c2ccncc2)SC(=S)N1Nc1ccccc1	-3%[57.5 µM]
O=S(=O)(c1cccs1)N1CCC(CO)(Cc2ccc(Cl)cc2)CC1	-3%
CC(C)NC(=O)Cn1c(SCC(=O)c2ccc(F)cc2)nc2ccccc21	10%
C#CCNC(=O)C1=C[C@@H](c2ccccc2)C[C@@H](OCc2ccc(CO)cc2)O1	-3%[57.5 µM]
CC1(C)Cc2nc3oc4c(=O)n(CC(=O)Nc5ccc(Cl)cc5)cnc4c3cc2CO1	7%[57.5 µM]

The list continues.
SMILES	ERK EGF inh
CCCc1cc(=O)oc2cc(OCc3cccc(OC)c3)c(Cl)cc12	-2%
CCOc1ncccc1C(=O)OCc1ccc(C#N)cc1	-10%
Cc1cccc(C2c3[nH]c4ccccc4c3CCN2C(=O)c2cn(C)c3ccccc3c2=O)n1 (centres undefined)	3%
CCCOc1ccc(NC(=O)C2OC3OC(C)(C)OC3C3OC(C)(C)OC23)cc1 (centres undefined)	-4%
O=C(CN1C(=O)c2ccccc2C1=O)NCCOc1ccccc1	-11%[57.5 µM]
Cc1c(Nc2cc(Cl)c3nonc3c2[N+](=O)[O-])c(=O)n(-c2ccccc2)n1C	u
N#Cc1c(-c2ccccc2)nc(SCC(=O)NC2CCCCC2)[nH]c1=O	2%
COc1cc(OC)cc(C(=O)NNC(=O)c2ccc(S(=O)(=O)N(C)c3ccccc3OC)cc2)c1	17%[57.5 µM]
CCOc1ccc(OCC)c(NC(=O)CCCN2C(=S)NC(C)(C)CC2C)c1 (centres undefined)	10%
CCOc1ccccc1OCCC(=O)OCC(=O)c1ccc[nH]1	-3%
CC1(OC(=O)CCc2ccccc2)C(=O)C=C2C=C(c3ccc(C#N)cc3)N(Cc3ccco3)C=C2C1=O (centres undefined)	0%[57.5 µM]
Cc1ccc(OCC(=O)Nc2cccc(S(=O)(=O)N3CCCCC3)c2)c([N+](=O)[O-])n1	1%
Cn1c(N)c(C(=O)COC(=O)COc2ccc3ccccc3c2)c(=O)n(C)c1=O	-8%
O=C(NCc1cccs1)C(=O)NCC1OCCCN1S(=O)(=O)c1cccs1 (centres undefined)	-7%
CCOC(=O)/C=C/C(=O)OCC(=O)Nc1ccc([N+](=O)[O-])cc1	-7%[57.5 µM]
Fc1ccccc1-c1csc(=Nc2cccnc2)n1CC1CCCO1 (centres undefined)	18%
C[N+](C)(C)CC=O	17%
CCCn1c(SCC(=O)Nc2cc(S(=O)(=O)N(C)C)ccc2OC)n[nH]c1=O	8%
O=C(c1ccc2c(c1)OCO2)C1CCCN(C(=O)c2cnn(Cc3ccccc3)c2)C1 (centres undefined)	-1%
CC(C(=O)NCc1ccc2c(c1)OCO2)c1ccc([N+](=O)[O-])cc1 (centres undefined)	8%
CC(C)(C)OC(=O)N[C@@H](Cc1ccccc1)[C@H](O)c1ccco1	-5%[57.5 µM]
O=C(COc1ccc(S(=O)(=O)NC2CCCC2)cc1)NCC1CCCO1 (centres undefined)	-6%
CC(C)CC(O)C1CCN(C(=O)CCc2nnc(-c3ccccc3)o2)CC1 (centres undefined)	8%
COc1ccc(CNC(=O)C(OC(=O)c2ccco2)c2ccc(OC)cc2)cc1 (centres undefined)	8%
CCOC(=O)N1CCN(S(=O)(=O)c2cc([N+](=O)[O-])ccc2C)CC1	-10%
CNC(=O)COC(=O)CCC(=O)c1cccs1	1%

Compound activity from PubChem BioAssay.

Only part of the results is shown (hit frequency here may not be typical).
